Assay outcomes: PubChem, Broad Institute
S100A4 inh HTS = inhibitors of S100A4-myosin IIA peptide binding, primary screen, biochemical, fluorescence polarization, TAMRA-MyoIIA peptide | AID 652163, 2013 | inhibition, % at 10.7 µM | actives 0.14% (n = 360,000);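 active = mean inhibition of at least 70% across replicates, with every replicate also reaching that level; inconclusive = mean inhibition reaches 70% but some replicates fall short; inactive = mean inhibition below 70%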
Target sequence (P26447 whole entry, looked up): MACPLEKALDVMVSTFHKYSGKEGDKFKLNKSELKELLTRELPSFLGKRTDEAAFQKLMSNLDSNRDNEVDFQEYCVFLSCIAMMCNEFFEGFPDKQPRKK
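Assay system: human S100A4 monomer with TAMRA-labelled myosin IIA peptide / Buffer or medium: Calcium-containing HEPES buffer, pH 7.2 / Reagent: TAMRA-labelled myosin IIA heavy-chain peptide probe, 5 nM / Compound: one dose per compound / Timing: polarization read 5 min after assay mix addition, stable 5–60 min / Benchmarks: neutral control DMSO, positive control TFP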
PglD DTNB = C. jejuni PglD acetyltransferase inhibitors, primary screen, biochemical, DTNB colorimetric, single point. purified PglD enzyme, DTNB colorimetric CoA detection. inhibition, % at 12.5 µM. actives 0.098% (n = 360,000); in the data active = inhibition above about 16%, passing the limit was not always enough; inconclusive = no clear call, values can overlap the other calls; also: strong numbers were not always called active
E-selectin induc = E-selectin induction in HUVECs, primary screen, imaging, HUVEC, immunofluorescence imaging, single point. normalized: neutral wells 0, TNF-alpha wells 100. actives 0.37% (n = 260,000). P16581. activation, % at 7.58 µM. AID 686992, 2013;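 active = mean E-selectin-positive cell signal at least 10% of the positive control, reached in at least 60% of replicates, without over 20% cell loss; inconclusive = no rule given, readout overlaps actives, possibly toxicity-flagged; inactive = the rest, including those meeting only one limit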;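 also: in these data hits start at about 27%; measured in HUVEC primary endothelial cells; signal is the percent of cells scored E-selectin positive by PE staining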
Target sequence (P16581 whole entry, looked up): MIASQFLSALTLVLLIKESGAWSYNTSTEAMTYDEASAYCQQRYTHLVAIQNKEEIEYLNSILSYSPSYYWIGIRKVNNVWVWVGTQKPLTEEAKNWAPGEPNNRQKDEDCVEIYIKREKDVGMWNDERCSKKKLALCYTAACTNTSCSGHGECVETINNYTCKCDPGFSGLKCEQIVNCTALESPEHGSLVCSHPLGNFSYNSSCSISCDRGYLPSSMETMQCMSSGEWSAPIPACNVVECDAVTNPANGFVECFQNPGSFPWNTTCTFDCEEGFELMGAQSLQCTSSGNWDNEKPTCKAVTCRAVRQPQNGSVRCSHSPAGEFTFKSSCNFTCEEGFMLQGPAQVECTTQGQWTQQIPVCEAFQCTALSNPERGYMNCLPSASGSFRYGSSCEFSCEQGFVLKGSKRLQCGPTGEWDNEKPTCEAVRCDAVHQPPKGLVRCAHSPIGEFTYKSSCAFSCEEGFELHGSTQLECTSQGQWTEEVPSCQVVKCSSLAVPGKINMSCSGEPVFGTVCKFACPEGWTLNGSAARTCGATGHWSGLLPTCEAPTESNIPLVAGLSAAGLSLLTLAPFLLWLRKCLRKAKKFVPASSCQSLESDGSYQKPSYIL
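material = human umbilical vein endothelial cells (HUVEC), E-selectin induction | quantity = 3,000 cells/well | medium = EGM-2 growth medium on 0.1% gelatin-coated wells | technique = immunofluorescence imaging | read-out basis = % PE-positive cells | control set = TNF-alpha positive control, DMSO neutral control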
C2C12 statin = suppressors of statin myotoxicity in C2C12 myotubes, primary screen, cell-based, single point, plate reader | C2C12 myotubes + simvastatin, ATP luminescence, 48 h; scaled: DMSO 0, geranylgeraniol control 100 | rescue of ATP level, % at 7.49 µM | actives 0.78% (n = 330,000) | AID 602340, 2012;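 active = mean ATP rescue above about 67%, or every replicate alone reaching that limit, limit read from the data, passing the limit was not always enough; inconclusive = no clear call, values can overlap the other calls; inactive = mean under the limit and some replicate under it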;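 also: myotubes were challenged with 10 µM simvastatin during compound exposure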
DENV2 CPE rescue = inhibitors of DENV2 cytopathic effect, primary screen, cell-based, plate reader, single concentration | actives 1.7% (n = 350,000) | DENV2-infected cells, cytopathic effect rescue | CPE inhibition, % at 9.99 µM; in the data active = CPE inhibition above about 20%, passing the limit was not always enough; inconclusive = no clear call, values can overlap the other calls; tested in BHK-21 cells;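 also: 0% = median of neutral control wells and 100% = median of positive control wells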
ERp5 inh = inhibitors of ERp5-driven insulin aggregation, primary screen, biochemical, turbidity, absorbance 650 nm, single point; 90 min; Protein disulfide-isomerase A6 (Homo sapiens), Q15084; inhibition, % at 9.99 µM; actives 0.05% (n = 350,000);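 active = mean replicate inhibition above about 25%, with every replicate also reaching it, limit read from the data, passing the limit was not always enough; inconclusive = only one of those two criteria met; inactive = neither criterion met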
SIRT5 block = SIRT5 desuccinylase inhibitors, primary screen, biochemical, fluorescence imaging, single point, set 5. NAD-dependent protein deacylase sirtuin-5, mitochondrial (Homo sapiens), Q9NXA8. Purified SirT5, succinyl-peptide AMC, trypsin-coupled fluorescence. inhibition, % at 15 µM. actives 1.1% (n = 330,000). AID 652115, 2013; in the data active = inhibition above about 15%; inconclusive = no clear call, values can overlap the other calls
Target sequence (Q9NXA8 whole entry, looked up): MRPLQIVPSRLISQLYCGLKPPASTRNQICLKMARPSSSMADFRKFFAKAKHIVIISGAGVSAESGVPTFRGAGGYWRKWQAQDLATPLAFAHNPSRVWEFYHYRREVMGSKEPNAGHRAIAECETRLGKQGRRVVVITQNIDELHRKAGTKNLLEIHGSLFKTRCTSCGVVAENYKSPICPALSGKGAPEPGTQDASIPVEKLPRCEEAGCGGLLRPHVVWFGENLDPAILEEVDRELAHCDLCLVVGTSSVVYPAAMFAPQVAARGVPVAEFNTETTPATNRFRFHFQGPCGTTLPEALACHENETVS
Active calls of the source: *; ? = inconclusive; . = no result given; & = joins results of further samples. Some of the compounds tested; count on the stated rates, not on these rows.

SMILES	S100A4 inh HTS	PglD DTNB	E-selectin induc	C2C12 statin	DENV2 CPE rescue	ERp5 inh	SIRT5 block
COc1ccc(CSc2ccc(S(=O)(=O)N3CCCC3)cn2)cc1F	1	-7	0.2	3	?	-2	.
COc1ccccc1-c1nnc(SCC(=O)NC2CC2)n1C	-1	-3	.	-5	-3	-4	-3
O=[N+]([O-])c1cccc(N/N=C/c2cc([N+](=O)[O-])ccc2O)c1	-4	.	.	.	1	5	0
CC(=O)c1ccc(S(=O)(=O)NC2CCCCCCC2)cc1	-11	-4	-0.2	9	4	2	1
O=C(C[C@H]1CC[C@@H](NC(=O)c2ccc(F)cc2)[C@H](CO)O1)NCCc1ccccc1	7	1	0.6	8	?	2	-2
Cc1cc(C(=O)COC(=O)c2ccc(O)cc2)c(C)n1CC1COc2ccccc2O1 (stereo not given)	-3	-5	0.6	.	5	1	3
CCCNC(=O)C1CC(c2ccccc2C(F)(F)F)=NO1 (stereo not given)	-9	-2	0.1	-11	0	0	.
O=C(C[C@@H]1C[C@H]2c3cc(NC(=O)NC4CCCCC4)ccc3O[C@H]2[C@H](CO)O1)NCc1ccccc1	-2	-4	0.2	6	-7	0	2
O=C1NN=C(c2ccccc2)CC1c1c[nH]c2ccccc12 (stereo not given)	-5	.	3.6	.	-1	3	-4
Cc1ccc(C2/C(=C(\O)c3c(C)nc4c(C)cccn34)C(=O)C(=O)N2CCN(C)C)o1 (stereo not given)	-5	2	-0.1	.	-2	-3	-2
COC(=O)c1ccc(C)c(NC(=O)Cn2c(C)csc2=O)c1	-2	5	0.2	14	3	-9	-3
COc1ccc(CN2C[C@@H](O)COC[C@@H]3O[C@@H](CC(=O)N4CCc5ccccc5C4)CC[C@H]32)cc1	7	1	0.0	24	-2	-1	2
Cn1cnc(S(=O)(=O)N2CCCCN3[C@H](C2)[C@H](c2ccc(-c4ccccc4F)cc2)[C@@H]3CO)c1	-2	4	0.1	-4	19	-1	13
CC(=O)NC(c1cccc([N+](=O)[O-])c1)c1ccc2cccnc2c1O (stereo not given)	0	-1	.	23	-16	1	-4
COc1ccc(/C=C/C(=O)c2c(O)ccc3c(C)cc(=O)oc23)cc1	-2	.	.	.	-5	0	-3
COc1ccc(NC(=O)/C(Cl)=C(/Cl)S(=O)Cc2ccc(Cl)cc2)cn1 (stereo not given)	-9	.	.	-243	-3	1	-4
COc1ccnc2c1c(=O)n(Cc1ccc(F)cc1)c(=O)n2C	0	3	.	0	10	1	-7
CCC(C)(C)NC(=O)C(c1ccccn1)N(C(=O)c1csnn1)c1ccccc1 (stereo not given)	5	.	.	.	.	6	-4
O=C(C[C@H]1CC[C@H](NC(=O)c2cccc(F)c2)[C@@H](CO)O1)NCCN1CCCC1	17	2	0.2	-8	-1	2	0
Nc1nc2c(ncn2-c2ccccc2)c(=O)[nH]1	4	8	-0.6	4	7	2	-1

Single entries from the list.
`O=C(C[C@@H]1C[C@H]2c3cc(NC(=O)NC4CCCCC4)ccc3O[C@H]2[C@H](CO)O1)NCc1ccccc1` | SIRT5 block: 2
`CCC(C)(C)NC(=O)C(c1ccccn1)N(C(=O)c1csnn1)c1ccccc1` (stereo not given) | S100A4 inh HTS: 5
`COc1ccc(CSc2ccc(S(=O)(=O)N3CCCC3)cn2)cc1F` | S100A4 inh HTS: 1
`Cc1cc(C(=O)COC(=O)c2ccc(O)cc2)c(C)n1CC1COc2ccccc2O1` (stereo not given) | E-selectin induc: 0.6

Carrying on:
SMILES	S100A4 inh HTS	PglD DTNB	E-selectin induc	C2C12 statin	DENV2 CPE rescue	ERp5 inh	SIRT5 block
COc1cc(C(CC(=O)Nc2ccccn2)N2Cc3ccccc3C2=O)cc(OC)c1OC (stereo not given)	-3	-2	-1.8	4	0	3	3
O=C(N/N=C/c1ccncc1)c1ccc(NS(=O)(=O)c2cccs2)cc1	-4	.	0.6	.	-2	-3	1
O=C(c1cccc(F)c1)N1CC(=O)N2[C@H](CO)[C@H](c3ccc(-c4cccnc4)cc3)[C@@H]2C1	0	.	0.5	.	-6	2	2
O=C1C2C3CC(C(Br)C3Br)C2C(=O)N1CC1CCCO1 (stereo not given)	0	8	.	-9	0	3	-16
COc1cccc(C2CC(c3cccc(Br)c3)n3ncnc3N2)c1 (stereo not given)	-13	5	.	-1	-3	2	.
Nc1nc(N)nc(-c2cccc([N+](=O)[O-])c2)n1	-3	0	0.1	-1	-9	9	.
CCN(CC)CCCNC(=O)c1oc2ccc3c(c2c1C)C(O)CC(C)(C)O3 (stereo not given)	0	.	.	-2	-11	-1	-8
COc1cc(/C=C/C(=O)OC(C)C(=O)NC2CCCCC2C)cc(Cl)c1OC (stereo not given)	-15	-5	.	-17	-10	-2	-2
CC(C)Cc1nnc(NC(=O)c2cc(-c3ccncc3)nc3ccccc23)s1	-5	7	0.0	-11	2	8	-1
CC(=O)Nc1cccc(C(=O)N(CCc2ccccc2)Cc2ccccc2)c1	-1	3	0.2	7	7	3	-2
O=C(N/N=C/c1cccnc1)c1cccc(F)c1	2	-2	0.6	-3	3	-4	4
Cc1ccc(NS(=O)(=O)c2cccc(C(=O)NCC(c3cccs3)N3CCOCC3)c2)cc1 (stereo not given)	-6	4	.	-8	1	4	-5
O=C1CN(N=Cc2ccco2)C(=O)N1	1	-6	0.0	-2	-3	-6	.
Cc1ccc2nc(N3CCN(c4ccccc4F)CC3)c(C=O)c(=O)n2c1	-6	.	-0.1	.	-10	-9	-3
C[C@H]1CN([C@@H](C)CO)C(=O)c2cccc(NC(=O)NC3CCCCC3)c2O[C@H]1CN(C)C(=O)Nc1cccc2ccccc12	-11	7	7.2	12	-2	-5	-17
COc1ccc(NC(=O)C(=O)Nc2cccc3ccccc23)c(OC)c1	-4	9	0.3	7	-1	0	-3
CC1(C(=O)NS(=O)(=O)Cc2ccccc2C(F)(F)F)CCN1C(=O)c1ccccc1 (stereo not given)	-9	-4	-0.2	0	3	-5	.
COc1ccc(NC(=O)c2cc(C3CCCCN3C(=O)OCc3ccccc3)on2)c(C)c1 (stereo not given)	-5	-3	-0.1	-11	4	9	.
Cc1noc(C)c1NC(=O)N(C)C[C@H]1Oc2c(NC(=O)Nc3ccc(F)cc3)cccc2C(=O)N([C@H](C)CO)C[C@H]1C	-4	-5	19	-3	-10	14	0
CC1=C(C)C(=O)C(N2CCOCC2)=CC1=O	-9	-3	0.1	.	.	0	1
N#CCC(=O)Nc1ccc(C(=O)OCC(=O)Nc2ccccc2Sc2ccccc2)cc1	-19	.	3.1	.	?	2	2
C=CCOc1ccc(/C=C/C(=O)OCC(=O)NCC(=O)Nc2c(C)cc(C)cc2C)cc1	-3	.	.	.	-3	-5	-5
CC(=O)Cn1c(CN2CCCC2)nc2ccccc2c1=O	12	-3	3.4	.	.	5	0
COc1cccc(C(=O)Nc2cccc(-c3nnc(-c4ccccc4)o3)c2)c1	-1	-9	.	.	3	3	-2
COC(=O)C1CCN(C(=O)COC(=O)c2cc(-c3cccs3)nn2-c2ccccc2)CC1	1	-2	0.0	1	0	3	-7
Cc1cc(C(=O)CS(=O)(=O)c2ccc(Cl)cc2)cc(C)c1O	-5	.	-0.3	.	0	1	-2
O=C(Nc1ccc(O)cc1)/C(=C\c1cccs1)NC(=O)c1ccccc1	-1	.	.	.	.	5	4
COc1cccc(CN2C[C@@H]3N[C@H](C2)C3c2ccc(-c3ccc(C#N)cc3)cc2)c1 (stereo not given in full)	-10&14	.	-0.1&-0.5	.	-1&4	0&-2	9&4
C(=N/Nc1nc(-c2ccccc2)cc(-c2ccccc2)n1)/c1cccnc1	1	-4	-0.2	-11	0	3	-4
CC1=C(C(=O)N(C(C)C)C(C)C)CC(CC(=O)NCCCCc2ccccc2)C(=O)N1CCCN1CCCC1=O (stereo not given)	-2	-1	0.0	1	-1	5	-5
N#Cc1cc([N+](=O)[O-])ccc1NC(=O)COC(=O)CN1C(=O)C2CCCCC2C1=O (stereo not given)	8	-4	0.4	0	6	2	0
COc1ccc(C(=O)NCc2ccc(C(=O)NCC(OC)OC)cc2)cc1OC	-6	.	.	.	-1	-6	-1
NC(=S)NC(=O)c1ccccc1	-14	.	.	2	2	0	-3
COc1cccc(CNc2nc3cc(-c4ccc(F)cc4)sc3c(=O)n2C)c1	-9	5	-3.6	.	16	4	-2
CC(C)CN1C(=O)CN(S(C)(=O)=O)CC1(C)C(=O)Nc1ccc2c(c1)OCCO2 (stereo not given)	14	.	1.9	.	-2	0	-2
C[C@H](CO)N1C[C@H](C)[C@@H](CN(C)S(=O)(=O)c2ccc(F)cc2)Oc2ccc(NC(=O)Nc3ccc(F)cc3)cc2C1=O	-3	1	0.4	-14	15	3	0
CCCN1[C@@H]2c3ccc(-c4ccccc4)c(=O)n3C[C@@H]2[C@@H](CO)[C@@H]1C(=O)OC	0	-1	-0.5	-4	0	-2	-3
C[C@H]1CN([C@@H](C)CO)C(=O)c2cc(NS(=O)(=O)c3ccccc3)ccc2O[C@H]1CN(C)C(=O)NC1CCCCC1	15	-1	-6.1	16	4	7	1
C[C@@H]1CN([C@@H](C)CO)S(=O)(=O)c2ccc(C#Cc3ccccc3)cc2O[C@H]1CN(C)S(=O)(=O)c1cn(C)cn1	0	2	0.0	0	-18	1	-4
CCCCC(=O)NNC(=S)NCc1ccccc1	-4	4	.	15	-1	2	-7
Clc1ccccc1-c1ncnc2ccc(Br)cc12	0	.	.	.	0	-3	4
COc1ccc(OC)c(CN(CCN2CCOCC2)S(=O)(=O)c2ccc(NC(C)=O)cc2)c1	-3	-4	-0.7	2	6	3	8
C[C@H]1CN([C@@H](C)CO)C(=O)c2cc(-c3ccncc3)cnc2O[C@H]1CN(C)S(=O)(=O)c1ccccc1	10	0	-0.2	-4	-3	-10	2
CCC(=O)N(C)C[C@H]1[C@H](c2ccc(-c3cccnc3)cc2)[C@@H](CO)N1C(C)=O	0	-2	0.2	8	4	4	3
C[C@H](CO)N1C[C@H](C)[C@@H](CN(C)Cc2ccccc2)Oc2ccc(NC(=O)Nc3ccc4c(c3)OCO4)cc2CC1=O	-2	-5	-0.2	17	4	5	8
O=c1c2ccccc2ncn1CCc1ccncc1	-5	.	0.3	.	-2	-5	0
CCOc1ccc(NC(=O)NC2CC(=O)N(c3ccc(OC)cc3)C2)cc1 (stereo not given)	2	2	-0.2	15	6	1	13
COc1ccc(CC(=O)NNC(=O)COc2ccc(C)cc2)cc1S(=O)(=O)N1CCOCC1	-3	5	1.8	-25	40*	8	-5
CCCNC(=O)N1CC2(CN(C(=O)C3CCOCC3)C2)c2c([nH]c3cc(OC)ccc23)[C@@H]1CO	5	.	1.4	.	-7	2	2
O=C(CSc1nccn(-c2ccc(F)c(Cl)c2)c1=O)NC1CCCC1	11	.	0.2	-14	22*	-2	-1

Some entries already given, limited to S100A4 inh HTS:
Molecule	S100A4 inh HTS
CCC(=O)N(C)C[C@H]1[C@H](c2ccc(-c3cccnc3)cc2)[C@@H](CO)N1C(C)=O	0
C[C@H](CO)N1C[C@H](C)[C@@H](CN(C)Cc2ccccc2)Oc2ccc(NC(=O)Nc3ccc4c(c3)OCO4)cc2CC1=O	-2
O=c1c2ccccc2ncn1CCc1ccncc1	-5
